Source: PubChem (several laboratories)
Siah-1 displacement: Siah-1 peptide-binding antagonists, primary screen, biochemical, fluorescence polarization, rhodamine-plectin, uHTS (AID 1817); 290,000 tested, 0.02% active; one-dose displacement, % at 20 µM; IC50 in µM for titrated hits; Siah-1 / rhodamine-plectin peptide fluorescence polarization; higher % means a stronger effect;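 active = displacement of at least 50% at 20 µM, with a fluorescence ratio check between 0.3 and a set limit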;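 note: plate controls were Siah plus tracer with DMSO for no effect and tracer alone without Siah for full effect; strong numbers were not always called active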
HIV fusion peptide: inhibitors of HIV fusion peptide binding, primary screen, biochemical, uHTS, fluorescence dequenching (AID 1986); cell-free peptide binding, fluorescence dequenching, 30 min; higher % means a stronger effect; inhibition, % at 20 µM; hits with a dose series show IC50 in µM; 290,000 tested, 0.3% active; in the data active = inhibition mostly above about 52%, no sharp cut-off; inactive = mostly below about 76%; note: some results filed as inactive read as strong as hits
GPR55 beta-arrestin: selective activators of receptor GPR55 – imaging, U2OS cells, beta-arrestin-GFP redistribution, primary screen (AID 1961); U2OS GPR55 beta-arrestin-GFP redistribution imaging; higher % means a stronger effect; activation, % at 10 µM; hits with a dose series show EC50 in µM; 290,000 tested, 0.048% active;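 active = activation above 40% with more than 50 cells counted in the well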;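 note: U2OS osteosarcoma cells stably expressing GPR55 and beta-arrestin-GFP; plate controls were DMSO negative control for no effect and LPI positive control for full effect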
GPR35 arrestin U2OS: inhibition of zaprinast-stimulated GPR35 beta-arrestin translocation – imaging, U2OS, beta-arrestin-GFP, zaprinast agonist, primary screen (AID 2058); U2OS GPR35 beta-arrestin-GFP translocation imaging, zaprinast antagonism; higher % means a stronger effect; one-dose inhibition, % at 10 µM; IC50 in µM for titrated hits; 290,000 tested, 0.052% active;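 active = inhibition of at least 50% with at least 30 cells and total cytoplasm GFP at most 10,000,000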
Dengue-2 NS5 capping: flavivirus cap methylation enzyme inhibition – biochemical, confirmation dose response, primary screen (AID 588689). one-dose inhibition, % at 25 µM; IC50 in µM for titrated hits. 340,000 tested, 0.3% active. Dengue-2 NS5 methyltransferase capping enzyme assay, biochemical; higher % means a stronger effect; in the data active = a potency from the dose series
GPR55 antagonists: inhibition of LPI-stimulated GPR55 beta-arrestin translocation – imaging, U2OS, beta-arrestin-GFP, LPI agonist, primary screen (AID 2013) | U2OS GPR55 beta-arrestin-GFP translocation imaging, LPI antagonism; higher % means a stronger effect | inhibition, % at 10 µM, or IC50 in µM where a hit was titrated | 290,000 tested, 0.13% active;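 active = spots per cell inhibited over 60%, with over 100 cells counted and total cytoplasm intensity under 500,000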;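 note: U2OS cells stably carrying GPR55 and arrestin-GFP stimulated by 5 µM LPI near EC80; imaged beta-arrestin-GFP aggregate spots per cell after agonist stimulation; plate controls were LPI-stimulated DMSO wells for no effect and DMSO wells without LPI for full effect; some results filed as inactive read as strong as hits; confirmed hits need IC50 under 10 µM and bright autofluorescent wells are also inconclusive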
NTR1 agonist: agonists of NTR1, primary screen, imaging, U2OS cells, beta-arrestin-GFP, high content (AID 493036). NTR1-U2OS beta-arrestin-GFP spot imaging, agonist mode. P30989. activation, % at 20 µM. 330,000 tested, 0.17% active;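 active = activation at or above 40% of the spot to cytoplasm intensity ratio, with at least 20 cells analyzed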;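 note: 0% = DMSO without peptide and 100% = 100 nM NTR1 peptide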
Target sequence (P30989 whole entry, looked up): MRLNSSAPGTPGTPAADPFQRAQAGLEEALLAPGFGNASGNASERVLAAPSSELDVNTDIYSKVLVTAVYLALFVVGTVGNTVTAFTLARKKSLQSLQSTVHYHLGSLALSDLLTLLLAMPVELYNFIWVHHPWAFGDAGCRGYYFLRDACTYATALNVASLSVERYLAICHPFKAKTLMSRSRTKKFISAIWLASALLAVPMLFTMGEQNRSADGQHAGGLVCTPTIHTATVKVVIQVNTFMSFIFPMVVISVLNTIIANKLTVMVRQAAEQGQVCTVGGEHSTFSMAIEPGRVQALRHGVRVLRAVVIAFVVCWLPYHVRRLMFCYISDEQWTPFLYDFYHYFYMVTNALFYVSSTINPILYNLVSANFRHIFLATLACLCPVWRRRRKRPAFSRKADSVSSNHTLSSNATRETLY
AID2073: disruptors of CaV2.2 binding to Mint1 – biochemical, HTRF (AID 2073); 290,000 tested, 0.19% active; inhibition, % at 20 µM; hits with a dose series show IC50 in µM; HTRF protein-protein interaction, Mint1-CaV2.2; higher % means a stronger effect; in the data active = inhibition mostly above about 51%, no sharp cut-off; note: some results filed as inactive read as strong as hits
UTI89 phage lysis: inhibition of K1F phage lysis, E. coli UTI89, bacterial capsule biogenesis inhibitors, alamar blue (AID 488966) | inhibition, % at 100 µM; hits with a dose series show IC50 in µM | E. coli UTI89 K1F phage lysis, alamar blue, 2 h; higher % means a stronger effect | 340,000 tested, 0.02% active;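 active = phage lysis inhibition, versus mean bacterial control, above a set limit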;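 note: capsule biogenesis inhibitors block K1F phage lysis so surviving cells raise fluorescence; higher fluorescence means more inhibition of phage lysis; actives were called in the ten point dose series up to 300 µM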
NTR1 agonist cell count 20 µM: second read-out of NTR1 agonist, no call of its own (marks repeat the call); cell count; measured here: cell count, cytotoxicity flag
Dengue-2 NS5 capping pilot replicate: recorded beside Dengue-2 NS5 capping, whose call it bears; inhibition, %; measured here: pilot screen replicate inhibition
* hit, by the source's call; / = no result given; & = joins results of further samples; [ ] = dose if it differs, or a comment.

SMILES	Siah-1 displacement	HIV fusion peptide	GPR55 beta-arrestin	GPR35 arrestin U2OS	Dengue-2 NS5 capping	GPR55 antagonists	NTR1 agonist	NTR1 agonist cell count 20 µM	AID2073	UTI89 phage lysis	others
N#CC(C(=O)OCc1ccccc1)c1nc2ccccc2nc1N1CCOCC1 (configuration not stated)	0%	-0.8%	-0.1%	4%	-11%	5%	4.6	79	-2%	0.5%
Cc1csc(OCC(=O)Nc2ccc(C)c(C)c2)n1	1%	2.1%	0.6%	19%	3%	2%	0.0	43	-8%	0.0%
Cc1ccc(C(=O)Nc2c(C(=O)N3CCOCC3)cnn2-c2ccccc2)cc1	-4%	1.1%	0.2%	0%	-5%	-22%	-1.0	72	2%	0.3%
C#CCOc1c(Br)cc(/C=N\NC(=O)CN2CCOCC2)cc1OCC	-8%	0.8%	0.0%	0%	-2%	3.6µM*	0.2	46	-7%	0.4%
NC(=O)N1c2ccccc2CC(=O)c2ccccc21	2%&3%	-2.7%&9.3%	-0.1%&-0.5%	5%&-12%	16%	-3%&13%	-0.8	61	8%&-2%	5.0%
COC(Cn1cc(C)c(=O)[nH]c1=O)OC	-2%	1.9%	0.2%	-10%	-3%	27%	1.0	41	6%	2.1%
CCc1ccc2oc(C(=O)NCCc3ccc(S(N)(=O)=O)cc3)cc(=O)c2c1	6%	1.7%	-0.1%	-4%	-6%	7%	-0.5	92	6%	0.1%
Nc1nnc(SCc2ccc(F)cc2)s1	1%	0.7%	-0.4%	0%	1%	3%	0.3	64	2%	5.9%
COc1ccc(CCNC(=O)c2cc3c(=O)n4cccc(C)c4nc3n(Cc3ccco3)c2=N)cc1OC	15%	16%	1.1%	14%	9%	18%	42*	57*	29%	-0.6%
COc1ccc(NC(=O)Cc2c(Sc3ccccc3)c3ccccc3n2C)cc1	6%	0.2%	0.8%	18%	-2%	10%	-0.9	45	2%	4.2%
CNc1nc(C)c(C#N)c(-c2ccccc2)c1C(C)=O	-1%	-1.0%	-0.1%	-2%	/	-9%	1.3	41	12%	0.5%
O=C(Nc1ccc(Cl)cc1)NC1(C(=O)NCCCN2CCOCC2)CCCCC1	5%	-0.4%	0.0%	14%	-1%	6%	-0.1	58	-5%	0.6%
Cc1cc(C)n2nc(C(=O)N3CCOCC3)nc2n1	-4%	-0.9%	-0.3%	13%	-2%	-2%	2.1	96	11%	0.2%
CCOc1ccc(-c2[nH]ncc2Oc2ccccc2OCC)c(O)c1	1%	-0.3%	-0.3%	6%	-3%	-1%	4.6	43	11%	-0.2%
O=C(NCC(=O)N(CC1CCCO1)C(C(=O)NC1CCCCC1)c1cccnc1)c1cccs1 (configuration not stated)	-7%	-0.9%	-0.3%	-16%	2%	3%	2.5	43	-3%	-0.3%
CCOc1ncccc1C(=O)OCC(=O)Nc1cc(S(=O)(=O)N2CCOCC2)ccc1C	-10%	-3.2%	-0.3%	2%	2%	-5%	0.7	45	0%	2.2%
COc1ccc(C(C#N)c2ccc(=O)[nH]n2)cc1 (configuration not stated)	16%	0.8%	-0.1%	-2%	3%	11%	-1.0	83	-1%	0.1%
CCn1c(CSc2nnc(-c3ccncc3)n2CCOC)nc2cc(C(=O)O)ccc21	62%	2.5%	0.7%	-10%	/	18%	0.2	52	13%	0.0%
CN=C1c2c(-c3ccccc3)c3cc(OC)ccc3n2CCN1C	-3%	-1.8%	-0.1%	18%	-7%	-2%	-0.1	56	36%	0.6%
COc1ccc(NC(=O)Nc2cccc(C)n2)c(OC)c1	-5%	0.1%	-0.1%	16%	-14%	-10%	1.3	87	6%	-1.7%[50 µM]

Among those listed so far, these contain an aryl thioether with sulfur outside any ring.
SMILES	Siah-1 displacement	HIV fusion peptide	GPR55 beta-arrestin	GPR35 arrestin U2OS	Dengue-2 NS5 capping	GPR55 antagonists	NTR1 agonist	NTR1 agonist cell count 20 µM	AID2073	UTI89 phage lysis	others
Nc1nnc(SCc2ccc(F)cc2)s1	1%	0.7%	-0.4%	0%	1%	3%	0.3	64	2%	5.9%
COc1ccc(NC(=O)Cc2c(Sc3ccccc3)c3ccccc3n2C)cc1	6%	0.2%	0.8%	18%	-2%	10%	-0.9	45	2%	4.2%
CCn1c(CSc2nnc(-c3ccncc3)n2CCOC)nc2cc(C(=O)O)ccc21	62%	2.5%	0.7%	-10%	/	18%	0.2	52	13%	0.0%

Reprinted at random: four records from the list, in no set order.
SMILES	Siah-1 displacement	HIV fusion peptide	GPR55 beta-arrestin	GPR35 arrestin U2OS	Dengue-2 NS5 capping	GPR55 antagonists	NTR1 agonist	NTR1 agonist cell count 20 µM	AID2073	UTI89 phage lysis	others
O=C(Nc1ccc(Cl)cc1)NC1(C(=O)NCCCN2CCOCC2)CCCCC1	5%	-0.4%	0.0%	14%	-1%	6%	-0.1	58	-5%	0.6%
CCOc1ccc(-c2[nH]ncc2Oc2ccccc2OCC)c(O)c1	1%	-0.3%	-0.3%	6%	-3%	-1%	4.6	43	11%	-0.2%
COc1ccc(C(C#N)c2ccc(=O)[nH]n2)cc1 (configuration not stated)	16%	0.8%	-0.1%	-2%	3%	11%	-1.0	83	-1%	0.1%
Cc1cc(C)n2nc(C(=O)N3CCOCC3)nc2n1	-4%	-0.9%	-0.3%	13%	-2%	-2%	2.1	96	11%	0.2%

Later entries:
SMILES	Siah-1 displacement	HIV fusion peptide	GPR55 beta-arrestin	GPR35 arrestin U2OS	Dengue-2 NS5 capping	GPR55 antagonists	NTR1 agonist	NTR1 agonist cell count 20 µM	AID2073	UTI89 phage lysis	others
CCCCCN(C(=O)CCC(=O)OCc1ccccc1Cl)c1c(N)n(CCCC)c(=O)[nH]c1=O	-4%	-0.3%	-0.2%	22%	-3%	13%	-0.2	73	8%	0.8%
c1ccc(-c2cn(-c3ccccc3)c3ncnc(NCCCN4CCOCC4)c23)cc1	3%	-1.7%	-0.6%	-2%	-2%	22%	-0.6	56	-2%	0.0%
Cc1cc(C)n2nc(SCC(=O)c3ccc[nH]3)nc2n1	8%	0.9%	-0.1%	-1%	-9%	-11%	-0.9	60	1%	13%
Cc1c(N=C2SCC(=O)N2c2c(C)n(C)n(-c3ccccc3)c2=O)c(=O)n(-c2ccccc2)n1C	-2%	-1.0%	-0.2%	9%	-3%	-5%	1.7	46	1%	2.8%
CCN(C(=O)CSc1nnc(-c2ccncc2)n1Cc1ccccc1)C1CCS(=O)(=O)C1 (configuration not stated)	3%	0.0%	-0.3%	13%	1%	-4%	0.4	64	2%	0.8%
COc1ccc(CCNC(=O)CCCN2C(=O)c3ccccc3C2=O)cc1OC	0%	-0.4%	-0.2%	1%	-2%	-20%	0.9	56	11%	0.1%
Cc1c(NC(=S)NC(=O)C(c2ccccc2)c2ccccc2)cccc1C(=O)O	6%	-1.0%	-0.1%	1%	-3%	25%	1.8	87	-2%	0.3%
CCN(C(=O)c1c(-c2ccccc2Cl)noc1C)C1CCCCC1	4%	0.9%	-0.2%	-10%	-2%	-1%	-1.5	71	6%	-0.3%
COc1cc(CNCc2cc(OC)c(OC)c(OC)c2)cc(OC)c1	2%	1.6%	-0.2%	-3%	-12%	3%	-0.6	72	8%	0.4%
Cc1cc(C)n(CC(C)O)c(=O)c1C#N (configuration not stated)	3%	-0.6%	0.0%	14%	-3%	15%	-0.5	48	0%	0.3%
O=C(c1ccc(C(F)(F)F)cc1)C1CCCN(Cc2cccn2-c2ncccn2)C1 (configuration not stated)	-3%	-1.2%	-0.1%	-1%	2%	10%	-0.7	64	4%	0.4%
O=C1CCCc2oc3ccc(O)cc3c21	-1%	-2.4%	-0.4%	5%	4%	-8%	-2.0	30	6%	1.9%
Cc1c(NC(=O)CSc2nncc3ccccc23)c(=O)n(-c2ccccc2)n1C	3%	1.5%	-0.3%	-11%	3%	7%	2.8	103	-3%	0.5%	Dengue-2 NS5 capping pilot replicate=-5.0
O=C(Cc1ccccc1)Nc1ccc(NC(=O)c2cccs2)c(Cl)c1	2%	1.2%	-0.2%	10%	-8%	7%	1.5	31	5%	2.0%
O/N=C1\CC/C(=N\O)c2nn(-c3ccccc3Cl)nc21	1%	1.2%	0.0%	-2%	-4%	16%	-0.4	55	2%	0.4%
O=C(NC(=S)Nc1ccc2nc[nH]c2c1)c1ccccc1	4%	1.6%	-0.1%	-9%	-4%	-2%	0.0	46	21%	-0.2%
CCc1ccc(CN2C(=O)CCC2(C)C(=O)NC2CCCC2)cc1 (configuration not stated)	2%	-2.9%	-0.1%	-5%	21%	-1%	0.3	91	7%	0.9%
COc1ccc([N+](=O)[O-])cc1C1NN=C(c2ccccc2O)S1 (configuration not stated)	-3%	-2.4%	-0.1%	10%	1%	-1%	3.9	84	24%	0.7%
O=C1CC(c2ccccc2)CC(=O)C1=CN1CCCC1 (configuration not stated)	-8%	-0.8%	-0.1%	0%	/	0%	1.9	58	1%	/
CCOc1cccc(-c2nnc(SCC(=O)Nc3cc(OC)cc(OC)c3)n2N)c1	0%	-0.7%	0.2%	17%	4%	13%	2.3	79	5%	-0.3%
